Vif-APOBEC3F blk: inhibitors of Vif-A3F interaction | Potency, µM (highest dose often 46.1 µM), for inactives: at the highest dose activity, negative = active | HeLa A3F-eYFP + Vif (tagged APOBEC3F with the HIV-1 protein that degrades it), YFP fluorescence increase | actives 0.2% (n = 390,000); further: potency means the concentration at half of the fitted maximal effect; % of control where 0% means no effect; nearly all actives have a fitted effect of over 65% in size
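Fluorescence increase (Ex 488/Em 500-530) after overnight compound treatment at 37 deg C flags inhibition of Vif-driven A3F-eYFP loss in stable HeLa A3F-eYFP/Vif cells seeded overnight beforehand.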
RXFP1 antag: blocks the human relaxin receptor RXFP1. HEK293-RXFP1, relaxin-stimulated cAMP HTRF, 30 min; hits give low values. activity change, negative = inhibition, % at 57.5 µM. actives 0.59% (n = 350,000). AID 1259400;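 active means activity change of -60% or lower, but not beyond a set lower limit; inconclusive means change between -60% and -40%, or beyond the set limit; inactive means change above -40%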; further: on the % scale 0 is the no-effect control and ±100 the full control effect
D2 potentiator: D2 dopamine receptor (human) potentiation; P14416; AID 485347; HEK293 T-REx D2, calcium flux, EC20 dopamine potentiation; actives 0.34% (n = 340,000); potentiation, % at 10 µM;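 active means potentiation over 3 SD above the plate norm, cut at about 30% in these data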; further: 0% is about no effect
Target sequence (P14416 whole entry, looked up): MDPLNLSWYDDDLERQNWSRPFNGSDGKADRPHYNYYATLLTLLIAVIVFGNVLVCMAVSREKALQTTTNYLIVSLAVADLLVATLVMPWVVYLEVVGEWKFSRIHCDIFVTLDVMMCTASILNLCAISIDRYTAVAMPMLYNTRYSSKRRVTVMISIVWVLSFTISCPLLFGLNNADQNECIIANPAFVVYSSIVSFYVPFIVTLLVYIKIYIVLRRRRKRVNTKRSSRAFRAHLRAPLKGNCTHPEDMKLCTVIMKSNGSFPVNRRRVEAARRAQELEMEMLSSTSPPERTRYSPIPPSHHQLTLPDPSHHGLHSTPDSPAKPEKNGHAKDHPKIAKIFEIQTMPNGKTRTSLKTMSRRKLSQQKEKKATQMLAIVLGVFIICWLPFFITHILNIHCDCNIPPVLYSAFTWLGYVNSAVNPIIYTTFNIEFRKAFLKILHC
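Using a no-wash calcium dye in inducible, force-coupled HEK293 Trex cells expressing D2, we tracked fluorescence each second for 180 s after compound, then for 180 s after EC20 dopamine to detect augmented signalling.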
D1 agonist: activates the human D1 dopamine receptor. P21728. HEK293 T-REx D1 cells, calcium flux, agonist mode. activation, % at 2 µM. actives 1% (n = 360,000). AID 504660; in the data active means activation above about 30%; further: 0% is about no effect
Target sequence (P21728 whole entry, looked up): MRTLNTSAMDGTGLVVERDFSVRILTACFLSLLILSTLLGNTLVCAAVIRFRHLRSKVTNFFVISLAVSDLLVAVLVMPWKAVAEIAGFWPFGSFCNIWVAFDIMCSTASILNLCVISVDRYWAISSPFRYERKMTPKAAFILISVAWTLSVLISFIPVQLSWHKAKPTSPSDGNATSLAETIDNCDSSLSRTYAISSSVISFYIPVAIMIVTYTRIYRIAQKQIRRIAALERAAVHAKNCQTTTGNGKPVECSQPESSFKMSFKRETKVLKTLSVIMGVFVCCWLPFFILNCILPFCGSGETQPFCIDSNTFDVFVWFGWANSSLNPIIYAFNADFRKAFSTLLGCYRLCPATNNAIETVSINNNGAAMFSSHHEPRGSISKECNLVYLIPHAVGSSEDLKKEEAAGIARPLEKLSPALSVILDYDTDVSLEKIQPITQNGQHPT
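Agonism was scored from calcium flux recorded over 180 s (1 read/s) after pintool compound addition, following a 10-cycle baseline. Cells were inducible force-coupled HEK293 TREx D1, plated overnight at 30 C and loaded with no-wash calcium dye.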
D1 antag: human D1 dopamine receptor antagonism | actives 3.2% (n = 360,000) | activity change, negative = inhibition, % at 10 µM | HEK293 TREx D1 cells, calcium flux, dopamine EC80; hits give low values; in the data active means activity change below about -30%; further: on the % scale 0 is the no-effect control and ±100 the full control effect
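Inducible Hek293 Trex D1 cells (tetracycline, overnight, 30 C). Calcium dye 30–90 min RT. Antagonist mode: EC80 dopamine added after 180 s compound read.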
GRP78 ERSR act: induces the endoplasmic reticulum stress response in human glioma cells. U87-MG GRP78 promoter luciferase reporter, 16 h. AID 602332. Potency, µM, inactives show top-dose activation, usual class: activators. actives 0.02% (n = 420,000); further: potency means the concentration at half of the fitted maximal effect; series mostly up to about 76 µM; % of control where 0% means no effect; nearly all actives have a fitted effect of over 35% in size
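ERSR induction read as luciferase luminescence (Bright-Glo, 10 min at room temperature) in stably transfected human U87-MG glioma cells exposed to compounds for 16 h, using GRP78 as sensor.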
D1 potentiator: enhances dopamine response at the human D1 receptor; potentiation, % at 10 µM; P21728; actives 0.036% (n = 360,000); HEK293 TREx D1 cells, calcium flux, dopamine EC20 potentiation; AID 504651; in the data active means potentiation above about 30%; further: 0% is about no effect
Vif-APOBEC3G blk: inhibitors of Vif-APOBEC3G interaction. HeLa A3G-eYFP + Vif (tagged APOBEC3G with the HIV-1 protein that degrades it), YFP fluorescence, overnight. AID 602310. Q9HC16. Potency, µM (titrated, usually from 46.1 µM), for the others: top-dose activity, negative = active, hits mostly inhibitors. actives 0.076% (n = 410,000);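 further: potency means the concentration at half of the fitted maximal effect; on the % scale 0 is the no-effect control and ±100 the full control effect; nearly all actives have a fitted effect of over 60% in size; hits raise eYFP signal because A3G escapes Vif-driven loss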
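Read-out is eYFP fluorescence (Ex 488/Em 500-530) from Vif-expressing HeLa A3G-eYFP cells; more signal means A3G escaped Vif-mediated degradation. Cells plated overnight, compound pinned in, incubated overnight at 37 deg C.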
RXFP1 agonist: RXFP1 (human) receptor agonism | Potency, µM (titrated, usually from 57.5 µM), inactives show top-dose activation, usual class: activators | actives 0.3% (n = 370,000) | HEK293T-RXFP1 cAMP TR-FRET, 30 min; response scale: percent of porcine relaxin response, buffer zero | Q9HBX9 | AID 2676; further: potency means the concentration at half of the fitted maximal effect; on the % scale 0 is the no-effect control and ±100 the full control effect; nearly all actives have a fitted effect of over 60% in size; many of its hits are not listed in these tables
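Agonist response is measured as cAMP accumulation in an RXFP1-transfected HEK293T line under PDE4 inhibition. Values are scaled between buffer-only and 29 nM porcine relaxin, and EC50s come from standard Hill equation fits.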
Active calls of the source: *; ? = inconclusive; . = not tested or not shown. Unless noted, the call rests on the fitted dose curve; in most records, active means well fitted curve in the direction sought with a large enough effect; inconclusive means small, poorly fitted or top-dose-only effect, or another doubt; inactive means no such curve, though single readings can be large; an effect the other way counts as inactive or inconclusive.

Molecule	Vif-APOBEC3F blk	RXFP1 antag	D2 potentiator	D1 agonist	D1 antag	GRP78 ERSR act	D1 potentiator	Vif-APOBEC3G blk	RXFP1 agonist
O=C1CCc2cc(S(=O)(=O)N3CCN(c4ccccc4)CC3)cc3c2N1CCC3	-12%	-3	1	-2	-5	-1%	-3	-2%	1.6%
O=C(Nc1ccc(OC(F)(F)F)cc1)c1ccc(S(=O)(=O)N2CCOCC2)o1	20%	-19	-3	9	-4	-5%	-5	-3%	2.0%
O=C(CCc1ccccc1)Nc1ccnn1C1CCN(C/C=C/c2ccccc2)CC1	4%	-4	2	11	-8	-4%	-8	2%	1.6%
O=C1COc2c1ccc(O)c2O	-12%	-30	.	.	.	-1%	.	0%	.
O=c1[nH]nc(N2CCOCC2)c(=O)[nH]1	2%	1	0	3	-14	-2%	1	0%	4.9%
O=[N+]([O-])c1ccc(CN2CC(N3CCN(CCO)CC3)CS2(=O)=O)cc1 (configuration not stated)	0%	5	.	.	.	-1%	.	-4%	.
COC1=CC(=O)C(C2CC(=O)c3c(O)cc(O)cc3O2)=CC1=O (configuration not stated)	5%	?	.	.	.	1%	.	1%	.
CCOC(=O)N1CCN(C(=O)CCSc2ccccc2)CC1	7%	4	4	1	-2	-9%	-1	1%	-0.6%
Cc1cc(C)c2[nH]c(O)c(N=NC(=O)c3cc4c(s3)CCCC4)c2c1	.	.	24	1	-2	.	1	.	-0.2%
COc1ccc(/C(O)=C/c2nc3ccc(C(=O)NCCc4cccc(C)c4)cc3[nH]c2=O)cc1OC	?	-3	4	71*	-3	0%	-2	0%	0.8%
N#Cc1ccc(-c2csc(NC(=O)C3CC3)n2)cc1	2%	.	.	0	-12	2%	-7	-6%	2.3%
Cc1c(C(=O)N2CCC(C(=O)Nc3ccc(F)c(Cl)c3)CC2)sc2nc[nH]c(=O)c12	1%	-2	-4	0	-21	0%	-6	-6%	3.2%
N=C1/C(=C\c2ccc(SCc3ccccc3)o2)C(=O)N=C2SC(CC(=O)N3CCOCC3)=NN12	-21%	-1	1	7	1	-4%	0	-6%	0.8%
COc1ccc2nc(NC(=O)CS(=O)(=O)c3ccc(C)cc3)sc2c1	11%	-26	-8	8	3	1%	-3	-7%	-0.3%
CC(C)(C)SCCNC(=O)c1ccc(NS(C)(=O)=O)cc1	2%	18	8	0	-6	1%	-4	-2%	0.0%
COc1ccc(OCCN2CCN(C(=O)c3ccc(OC(F)F)c(OC)c3)CC2)cc1	8%	-14	11	7	-20	0%	0	4%	0.8%
O=C(NNC(=O)C1CCN(C(=O)Nc2ccccc2)CC1)c1ccc(F)cc1	-2%	-2	.	1	6	-3%	-2	-11%	-0.8%
Cc1oc(-c2ccccc2F)nc1CS(=O)(=O)CC(=O)N1CCc2ccccc21	-11%	4	2	-2	-6	-2%	2	2%	0.6%
COc1ccc(C(C)NC(=O)c2ccccc2)cc1 (configuration not stated)	-3%	-15	-3	3	6	-1%	-4	-1%	-0.7%
Clc1ccc(CNCc2cccs2)cc1Cl	-3%	20	-17	1	0	3%	-1	1%	2.6%
Clc1cc(Cl)cc(C2=NCCC(c3ccccc3)O2)c1 (configuration not stated)	.	.	-4	1	2	.	0	.	2.0%
Cc1ccc(S(=O)(=O)NCc2ccc(C(=O)NCCCN3CCC(Cc4ccccc4)CC3)cc2)cc1	-11%	-7	-15	30	-83*	-2%	-15	-1%	0.2%
Cc1ccc(NC(=O)c2cc(-n3cnnc3)ccc2Cl)c(C)c1	-5%	17	-10	4	-6	0%	1	0%	0.6%
O=C(Nc1ccccc1Cl)c1c(F)c(F)c(F)c(F)c1F	4%	-18	.	.	.	-6%	.	-6%	.
COc1ccc(NC(=O)N2CCN(C(=O)c3ccco3)CC2)c(OC)c1	-1%	4	7	1	6	-1%	-6	0%	0.8%
C=CCNc1nc(NCCN2CCOCC2)nc(OC)n1	-1%	2	5	3	-14	12%	0	-1%	1.0%
COc1ccc2c(CC(=O)NCC3CCC(C(=O)O)CC3)cc(=O)oc2c1 (configuration not stated)	-1%	5	9	-1	11	-3%	-4	-5%	1.7%
CCOc1cc(S(=O)(=O)Nc2ccc(Cl)cn2)ccc1Cl	7%	-2	-5	-2	-8	-5%	-8	-4%	-0.2%
COc1ccc(CNCC(O)(c2ccc(Cl)cc2)c2ccc(Cl)cc2)cc1	?	-14	7	17	28	-12%	-4	-13%	-0.3%
COc1ccccc1NC(=O)NS(=O)(=O)c1ccc(C)cc1	.	-8	1	2	9	-4%	2	-1%	2.6%

(listing goes on)
Molecule	Vif-APOBEC3F blk	RXFP1 antag	D2 potentiator	D1 agonist	D1 antag	GRP78 ERSR act	D1 potentiator	Vif-APOBEC3G blk	RXFP1 agonist
COc1cccc(-n2c(N)c(C(=O)Nc3c(C)n(C)n(-c4ccccc4)c3=O)c3nc4ccccc4nc32)c1	-31%	-26	1	0	-10	-2%	-6	-13%	-3.3%
O=C(NC1CCCc2ccccc21)c1ccccc1 (configuration not stated)	5%	-3	11	0	-28	-4%	-5	-7%	3.0%
Cc1cccc(-n2c(C)nc3ccsc3c2=O)c1	-24%	-5	.	.	.	-7%	.	0%	.
Cc1ccc(S(=O)(=O)N2CCN(C3CCN(Cc4ccccc4)CC3)CC2)cc1	0%	-19	-14	2	-3	-3%	-3	-6%	0.6%
CCN1CCN(C(=O)c2ccc3c(c2)N(Cc2ccc(F)cc2)C(=O)c2ccccc2S3(=O)=O)CC1	.	-1	9	5	1	.	-3	.	-2.6%
CCC1C(C#N)=C(SCC(N)=O)NC2=C1C(=O)CC(C)(C)C2 (configuration not stated)	-7%	4	10	1	-10	-6%	-8	0%	-0.1%
CCc1ccc2[nH]c(=O)c(C(c3nnnn3CC3CCCO3)N3CCCc4ccccc43)cc2c1 (configuration not stated)	2%	-2	0	1	3	-8%	9	2%	0.9%
CCOc1cc(C(=O)N(C)CC(=O)Nc2cccc(F)c2)ccc1OCC(=O)N1CCOCC1	-3%	-8	2	3	5	-4%	4	1%	-0.7%
Cc1cc(C)c(S(=O)(=O)N(C)Cc2cnn(C)c2)c(C)c1	-1%	-3	6	7	-1	-3%	-2	-6%	0.8%
CN(C)/C=N/c1nc(Sc2ccc(C(F)(F)F)cc2[N+](=O)[O-])n[nH]1	0%	3	7	1	1	-3%	-9	0%	-2.5%
CNC(=O)NC(=O)C(C)Oc1ccccc1F (configuration not stated)	9%	-5	.	-1	17	-1%	-3	2%	-1.6%
CCOC(=O)C1CCN(C(=O)CCC2CCCC2)CC1	0%	14	2	1	12	-2%	-5	3%	-2.0%
Cc1cccc(C)c1NC(=O)CS(=O)CC(=O)Nc1ccc(N2CCOCC2)cc1 (configuration not stated)	0%	-31	.	3	-6	-3%	-3	-1%	-0.4%
COCCCNC(=O)CCn1c(=O)c2ccccc2n(CC(=O)NCCc2ccc(OC)c(OC)c2)c1=O	-7%	0	-5	0	-20	-6%	-12	-2%	3.0%
CCOc1ccccc1NS(=O)(=O)c1c(C)nc2sccn2c1=O	-2%	-18	-1	1	-12	-3%	-5	-2%	1.8%
CC(NC(=O)c1ccc(NC(=O)CC2SC(N3CCCC3)=NC2=O)cc1)c1ccccc1 (configuration not stated)	5%	4	5	1	5	-4%	.	0%	-0.1%
O=C(CSc1nc2ccccc2s1)Nn1cnnc1	2%	-6	0	1	-2	-2%	10	-1%	-1.9%
O=C(CSc1nnc(-c2ccccc2)n1Cc1ccco1)Nc1ccc(S(=O)(=O)N2CCCC2)cc1	0%	31	10	9	2	-1%	-3	0%	2.4%
COc1cccc(-c2c(C(=O)N/N=C/c3ccsc3)nnn2-c2nonc2N)c1	-3%	0	3	163*	29	-3%	15	-1%	0.0%
Cc1cccc(NC(=O)CCS(=O)(=O)c2ccccc2)c1	-15%	12	8	1	-5	-1%	-1	-2%	-1.2%
O=C(COC(=O)c1ccccc1S(=O)(=O)N1CCCCC1)NCC(F)(F)F	-3%	-2	8	1	-25	-2%	-5	6%	0.5%
CCOc1cc(/C=C2\SC(=Nc3ccc(CC)cc3)NC2=O)ccc1OCC(=O)O	?	0	-1	4	-1	-7%	-4	-6%	-0.7%
c1ccc(-n2nnnc2Sc2n[nH]c(-c3ccncc3)n2)cc1	0%	-8	-3	3	4	-2%	1	0%	1.1%
CC(=O)Nc1ccc(S(=O)(=O)Oc2ccc(/C=N/N=C3/NC(=O)C(CC(=O)O)S3)cc2)cc1 (configuration not stated)	-3%	-21	1	2	1	-1%	-1	-5%	3.8%
COc1ccc(CN(Cc2ccc(C(=O)O)cc2)C(=S)Nc2ccccc2C)cc1OC	12%	4	11	0	-19	-1%	-10	-3%	-3.4%

Record cards, from the list above.
Listed for COCCCNC(=O)CCn1c(=O)c2ccccc2n(CC(=O)NCCc2ccc(OC)c(OC)c2)c1=O → Vif-APOBEC3F blk: -7%; RXFP1 antag: 0; D2 potentiator: -5; D1 agonist: 0; D1 antag: -20; GRP78 ERSR act: -6%; D1 potentiator: -12; Vif-APOBEC3G blk: -2%; RXFP1 agonist: 3.0%
Listed for CCC1C(C#N)=C(SCC(N)=O)NC2=C1C(=O)CC(C)(C)C2 (configuration not stated) → Vif-APOBEC3F blk: -7%; RXFP1 antag: 4; D2 potentiator: 10; D1 agonist: 1; D1 antag: -10; GRP78 ERSR act: -6%; D1 potentiator: -8; Vif-APOBEC3G blk: 0%; RXFP1 agonist: -0.1%

The list is partial, so the mix of outcomes need not match the whole.
